Screens from PubChem.
Casp6 inh: caspase-6 (human) enzyme inhibition. P55212. purified caspase-6, Z-VEID-R110 cleavage fluorescence. inhibition, % at 12.5 µM. hit rate 0.53% among 350,000. AID 686996;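 active = mean inhibition across replicates at least about 35%, with every replicate also reaching that limit, limit read from the data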;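 also: 0% = median of neutral control wells and 100% = no fluorescence left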
Target sequence (P55212 24-179 limits assumed): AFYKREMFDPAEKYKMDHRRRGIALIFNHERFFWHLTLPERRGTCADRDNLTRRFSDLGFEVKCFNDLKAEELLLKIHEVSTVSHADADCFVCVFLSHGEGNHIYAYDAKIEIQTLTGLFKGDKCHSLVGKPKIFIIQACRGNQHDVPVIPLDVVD
Target sequence (P55212 194-293 limits assumed): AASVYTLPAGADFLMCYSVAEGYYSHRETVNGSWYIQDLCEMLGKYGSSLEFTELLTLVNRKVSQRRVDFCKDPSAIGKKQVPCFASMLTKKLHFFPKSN
Statin myotox sup: suppression of simvastatin myotoxicity. C2C12 myotubes + simvastatin, ATP luminescence, 48 h; scaled: DMSO 0, geranylgeraniol control 100. rescue of ATP level, % at 7.49 µM. hit rate 0.78% among 330,000. AID 602340;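 active = mean ATP rescue above about 67%, or every replicate alone reaching that limit, limit read from the data, passing the limit was not always enough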;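 also: myotubes were challenged with 10 µM simvastatin during compound exposure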
esBAF inh: SWI/SNF esBAF complex inhibition | mouse ES cells, Bmi1-luciferase knock-in reporter, 24 h; 100% = twice the neutral-well signal | reporter increase, % at 12.5 µM | hit rate 2% among 350,000 | AID 602393; in the data active = activation above about 40%;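 also: 0% = median of the plate's neutral control wells and 100% = double that signal; a rise in the Bmi1 reporter signal indicates esBAF inhibition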
SIRT5 block: sirtuin-5 (human) deacylase inhibition | Purified SirT5, succinyl-peptide AMC, trypsin-coupled fluorescence | inhibition, % at 15 µM | hit rate 1.1% among 330,000 | AID 652115; in the data active = inhibition above about 15%
Target sequence (Q9NXA8 whole entry, looked up): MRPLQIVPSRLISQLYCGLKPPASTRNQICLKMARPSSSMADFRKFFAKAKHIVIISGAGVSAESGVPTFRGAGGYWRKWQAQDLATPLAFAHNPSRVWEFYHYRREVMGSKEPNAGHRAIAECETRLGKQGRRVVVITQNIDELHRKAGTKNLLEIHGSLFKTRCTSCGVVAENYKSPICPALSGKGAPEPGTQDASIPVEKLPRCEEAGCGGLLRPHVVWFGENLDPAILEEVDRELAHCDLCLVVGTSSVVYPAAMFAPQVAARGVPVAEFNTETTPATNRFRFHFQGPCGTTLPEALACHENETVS
FN deposition inh: fibronectin deposition inhibition | AH1F fibroblasts, Alexa488-fibronectin deposition fluorescence, overnight | inhibition, % at 12.6 µM | hit rate 0.086% among 350,000 | AID 743247;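 active = mean inhibition across replicates of 30% or more, regardless of how many single replicates reach that level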;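 also: positive control wells lacked labelled fibronectin entirely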
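Material: AH1F fibroblasts assembling fluorescent fibronectin matrix; amount: 10000 AH1F cells/well; medium: DMEM, 2% serum; reagent: Alexa488-fibronectin, 24 nM final in well; dosing: single compound dose, delivered by pin transfer; incubation: 1 h adhesion, overnight exposure; detection: fluorescence after three HBSS washes, excitation 485 nm, emission 525 nm; measure: fibronectin deposition inhibition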
LGR2 antag: Drosophila LGR2 receptor signaling inhibition | HEK293 LGR2, CRE-luciferase, bursicon-stimulated, 4 h | inhibition, % at 9.99 µM | hit rate 0.35% among 380,000;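 active = drop in luminescence signal, shown as inhibition above about 50% in the replicate tests, limit read from the data, passing the limit was not always enough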;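 also: agonist challenge used bursicon conditioned medium at about half maximal strength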
S100A4 inh HTS: S100A4-myosin IIA interaction inhibition; hit rate 0.14% among 360,000; P26447; S100A4/TAMRA-MyoIIA peptide fluorescence polarization; inhibition, % at 10.7 µM; AID 652163;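 active = mean inhibition of at least 70% across replicates, with every replicate also reaching that level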
Target sequence (P26447 whole entry, looked up): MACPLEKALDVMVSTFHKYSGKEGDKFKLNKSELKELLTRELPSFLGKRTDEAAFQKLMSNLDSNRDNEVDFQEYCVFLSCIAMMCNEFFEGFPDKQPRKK
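Material: S100A4 monomer (human). Medium: Calcium-containing HEPES buffer, pH 7.2. Probe or stimulus: labelled myosin peptide probe, 5 nM. Compound dosing: one concentration per compound. Timing: polarization read 5 min after assay mix addition, stable 5–60 min. Benchmarks: DMSO as neutral control, TFP as positive control.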
Starred values were filed as active, the others as inactive; / = no result given. An excerpt. The share of hits here may be higher or lower than overall.

SMILES	Casp6 inh	Statin myotox sup	esBAF inh	SIRT5 block	FN deposition inh	LGR2 antag	S100A4 inh HTS
O=C(c1ccc(S(=O)(=O)N2CCCC2)cc1)N(c1ccc(F)cc1)C1C=CS(=O)(=O)C1 (stereo not given)	-6	0	-3	-2	5	-4	1
CC(=O)Nc1ccc(NC(=O)CSc2ncnc3c2cnn3Cc2ccccc2)cc1	-3	/	/	-4	-4	6	0
N/C(=N\c1nc2c(c(=O)[nH]1)CCCC2)Nc1ccc(Oc2ccccc2)cc1	-4	5	-4	-1	/	-8	7
COc1ccc(S(=O)(=O)Nc2ccc3c(c2)C(=O)N([C@H](C)CO)C[C@H](C)[C@H](CN(C)C(=O)c2ccncc2)OCCCC[C@@H](C)O3)cc1	4	/	0	-4	/	2	10
O=C(CCc1ccccc1)N=C1SC2CS(=O)(=O)CC2N1Cc1ccccc1 (stereo not given)	-1	13	-10	2	-7	7	6
COCCNC(=O)C1(C)CCN(Cc2csc(-c3ccc(Cl)cc3)n2)C1 (stereo not given)	-4	-10	2	/	-10	-4	6
COC(=O)CC1=NN(c2ccccc2)C(=O)C1	0	/	/	-4	6	7	-4
CCC(C)n1c(SCc2ccc([N+](=O)[O-])cc2)nc2ccsc2c1=O (stereo not given)	-3	1	-1	2	-7	17	1
COc1cc(C2NC(=O)NC(C)=C2C(=O)Nc2cccc(C)c2C)cc(OC)c1OC (stereo not given)	/	-3	-2	/	4	/	/
Cc1ccc(NC(=O)CN2C(=O)S/C(=C/c3ccncc3)C2=O)cc1	-1	-3	4	-1	4	-7	1
C[C@H](CO)N1C[C@H](C)[C@H](CN(C)C(=O)Nc2ccc(C(F)(F)F)cc2)Oc2ccc(NC(=O)CCCCCC(=O)Nc3ccccc3N)cc2C1=O	0	/	/	/	-4	-7	-53
CN(C)CCCN(C(=O)c1ccco1)c1nc2ccc(Br)cc2s1	-8	-12	-2	-3	-2	-7	3
O=C1CCC(NC(=O)Cc2ccccc2)C(=O)N1 (stereo not given)	-2	/	/	0	/	-9	1
CCOC(=O)Cn1c(N)c(C(=O)OC)sc1=S	-2	-40	-9	3	/	5	-2
Cc1ccc(NC(=O)COC(=O)C2=NN(c3ccccc3)C(=O)CC2)c(Br)c1	-2	1	0	-2	/	3	-1
COc1cc(S(=O)(=O)NCCOC23CC4CC(CC(C4)C2)C3)c(OC)cc1Cl	0	/	/	/	-2	-3	1
NC(=O)CSc1nc2ccc([N+](=O)[O-])cc2[nH]1	-5	-15	-8	1	5	3	-4
CN(C)S(=O)(=O)Nc1cccc(NC(=O)CC23CC4CC(CC(C4)C2)C3)c1	3	-13	-3	-3	0	0	-4
CCC(=O)N1CC(=O)N2[C@H](C1)[C@H](c1ccc(-c3ccccc3F)cc1)[C@@H]2CO	3	/	/	1	/	-2	-17
Cc1ccc(CSc2nnc(-c3ccccn3)n2N)cc1	-2	/	/	-3	2	-23	0
O=C(NCc1ccc(Cl)cc1)C1CCN(S(=O)(=O)c2ccccc2)CC1	-1	/	/	0	4	0	4
CCOC1=C2[C@@H](CN(S(=O)(=O)c3ccc(C)cc3)[C@H]2c2cccc3ccccc23)[C@H]2C(=O)N(Cc3ccccc3)C(=O)[C@H]2C1	-1	-1	-2	-2	3	9	-4
Cc1ccc(C)c(NC(=O)Cn2nc([N+](=O)[O-])c(Br)c2C)c1	0	1	1	33*	-4	-1	-4
CC(C)Cc1nn2c(N)c(/C=C3\C=Nc4ccccc43)c(=O)nc2s1	2	-5	-1	1	0	-3	14
CCN1C(=O)C(O)(CC(=O)c2ccc3c(c2)OCCO3)c2ccccc21 (stereo not given)	1	5	2	/	7	6	-5

(listing goes on)
SMILES	Casp6 inh	Statin myotox sup	esBAF inh	SIRT5 block	FN deposition inh	LGR2 antag	S100A4 inh HTS
Cc1cc(C(=O)OCC(=O)NNC(=O)c2cccs2)ccc1[N+](=O)[O-]	1	-2	-2	14	/	-10	-1
C[C@H](CO)N1C[C@H](C)[C@H](CN(C)S(=O)(=O)c2ccccc2)Oc2c(NC(=O)CCCCCC(=O)Nc3ccccc3N)cccc2C1=O	0	/	/	1	/	3	6
NC(=O)C1CCN(C(=O)c2ccc([N+](=O)[O-])cc2NC(=O)c2cccs2)CC1	-1	16	-3	2	-1	-1	-3
COc1ccccc1C(=O)NCC(=O)N/N=C(\C)Cc1ccccc1	4	5	1	-3	-15	2	-7
Cc1cccc(Cl)c1NC(=O)NCCCN1CCCCC1C (stereo not given)	-13	/	/	23*	-12	11	1
CNC[C@@H]1Oc2c(NS(=O)(=O)c3c(C)noc3C)cccc2C(=O)N([C@H](C)CO)C[C@@H]1C	0	17	-4	6	-3	10	10
COc1ccc(NC2CCCN(C(=O)CCc3scnc3C)C2)cc1 (stereo not given)	2	-1	-7	1	0	7	-1
Cc1c(OCC(=O)NCCCN2CCOCC2)ccc2c(-c3ccccc3)cc(=O)oc12	-3	-15	-1	-2	-4	1	-5
COc1ccc(S(=O)(=O)N(C)C[C@H]2Oc3ccc(NC(=O)CCCCCC(=O)Nc4ccccc4N)cc3CC(=O)N([C@@H](C)CO)C[C@@H]2C)cc1	1	-6	-5	-1	/	2	-3
CCCNS(=O)(=O)c1cccc(C(=O)NNC(=O)c2cc(C)oc2C)c1	12	-1	3	-2	-5	8	-1
N#CC(=C=[N-])c1nc2ccccc2nc1-[n+]1cccc(NC(=O)c2ccc(F)cc2)c1	2	/	/	1	-14	5	-5
COCCCN1C(=O)C(CC(=O)NCCCN(C)C)CC(C(=O)N(C(C)C)C(C)C)=C1C (stereo not given)	-8	1	-1	-4	6	-13	4
O=C(NCCOc1nc(N2CCCCC2)nc(N2CCOCC2)n1)Nc1ccccc1	/	-9	0	/	/	-6	/
CCOC(=O)N1CCN(S(=O)(=O)c2ccc(C(=O)Nc3nc4ccccc4s3)cc2)CC1	-2	-7	-1	2	/	2	-18
COc1ccc(-c2nc3ccc([N+](=O)[O-])cc3[nH]2)cc1	-2	/	/	0	-4	/	3
N#CC(=C=[N-])C1=C(C#N)C(c2ccccc2F)C([n+]2ccccc2)C(O)(C2CC2)N1 (stereo not given)	15	/	-4	1	/	3	-9
COC(=O)c1cn(Cc2cccc(C)c2)nn1	-1	/	/	0	-6	-7	-1
CS(=O)(=O)c1cccc(C(=O)NCc2ccccc2)c1	0	3	-2	3	/	4	0
Cc1csc(N2CCc3ccccc32)n1	/	6	33	/	1	/	/
CCN(CC)S(=O)(=O)c1ccc(C(=O)N2CCN(C(=O)c3ccco3)CC2)cc1	-2	1	-7	-2	-1	-21	1
C=C1C(=O)OC2C1CCC(C)=C1C(=O)C3OC3(C)C12 (stereo not given)	13	-381	-83	-1	/	99*	-9
CCOC(=O)c1ccc(NC(=S)NCCCN2CCCCC2)cc1	/	-3	-3	/	-4	1	/
O=C(Nc1ccccc1Cl)OC1CCCCC1	-1	15	56*	-11	2	-35	-1
Cc1ccccc1NC(=O)NCc1ccccn1	1	-7	8	1	11	-13	4
CCCCn1c(-c2cccc3ccccc23)nc2cc3[nH]c(=O)c(C(C)C)nc3cc21	1	14	-2	/	-9	20	-9

The results go on.
SMILES	Casp6 inh	Statin myotox sup	esBAF inh	SIRT5 block	FN deposition inh	LGR2 antag	S100A4 inh HTS
N#Cc1cc(C(=O)c2ccccc2OCC(=O)Nc2ccccc2)cn(C2CCCCC2)c1=O	2	/	/	-2	-29	-6	-1
Nc1nc(COC(=O)CCC(=O)c2ccc(Cl)cc2)nc(Nc2ccccc2)n1	0	3	-2	2	-16	2	1
Cc1ccccc1OCC(=O)NNC(=O)C1CC(=O)N(c2ccc3c(c2)OCCO3)C1 (stereo not given)	-1	-4	4	-2	-4	0	-2
CC(C)Cn1c(SCC(=O)N2CCCCC2)nc2ccccc2c1=O	/	0	5	/	-5	/	/
Cc1ccc(S(=O)(=O)N2CCN(C(=O)c3ccccc3)CC2)c(C)c1NS(C)(=O)=O	1	-5	-3	1	-3	-6	0
O=C(Nc1nnc(-c2ccc(Cl)s2)o1)C1CCCCC1	-1	1	6	/	-4	2	19
COc1ccc(CN2CCNC(=O)C2CC(=O)NCc2cnn(C)c2)cc1OC (stereo not given)	-2	-3	-7	1	0	-2	2
COc1ccc2c3c([nH]c2c1)[C@H](CO)N(Cc1ccc(F)cc1)CC31CCN(Cc2ccccn2)CC1	-4	/	/	0	4	11	-23
CC(CC(=O)NCC1CCCO1)c1ccccc1 (stereo not given)	1	/	/	4	/	0	-2
CC1Sc2ccc(S(=O)(=O)CCC(=O)Nc3ccccc3Cl)cc2NC1=O (stereo not given)	3	-8	-3	1	-9	-31	-2
Cc1cccc(Nc2nc(-c3ccc(O)cc3O)cs2)n1	2	-18	45*	-4	-4	-47	-9
Cc1ccc(S(=O)(=O)N2CCOC2CNC(=O)C(=O)NCc2ccccn2)cc1 (stereo not given)	-1	/	/	-1	/	9	1
COCC(=O)N1[C@H](CO)[C@H](c2ccc(-c3cccc(F)c3)cc2)C12CN(C(=O)C1CC1)C2	0	/	/	-1	4	12	32
O=C(N[C@H]1C=C[C@H](CC(=O)N2CCOCC2)O[C@H]1CO)c1cccc(F)c1	-1	-6	0	-2	0	2	-3
CCCNC(=O)C[C@H]1CC[C@H]2[C@H](COc3ccc(NC(=O)Cc4cccs4)cc3C(=O)N2C)O1	/	-7	1	/	9	9	/
CC1CCN(S(=O)(=O)c2cn(CC(=O)Nc3ccc(C#N)cc3)cn2)CC1	1	0	-5	-8	-25	-7	0
COCCc1ncc(CN2CCC(C(=O)Nc3cccc(-c4cscn4)c3)CC2)cn1	-4	-8	3	-1	0	-7	-5
CC1Cc2ccccc2N1C(=O)CCS(=O)(=O)c1cccs1 (stereo not given)	/	1	5	/	1	/	/
O=C1C=C(c2ccc3c(c2)OCO3)CCC1	/	15	16	/	-2	12	/
CS(=O)(=O)c1nc(S(=O)(=O)c2ccc(Cl)cc2)c(N2CCOCC2)s1	0	16	4	-7	0	5	-1
Cc1cc(C)cc(N2CC(C(=O)OCC(=O)Nc3cc(C)on3)CC2=O)c1 (stereo not given)	2	3	-4	3	8	-15	-1
COc1ccc(CN2CCNC(=O)C2CC(=O)NC2CCCCCCC2)cc1OC (stereo not given)	/	14	-10	-2	1	3	-2
N=C1/C(=C\c2ccc(OC(=O)c3ccccc3)cc2)C(=O)N=C2SC(N3CCOCC3)=NN12	3	11	2	-2	8	-11	-2
CCCC(=O)Nc1ccc2c(c1)C(=O)N(C)C[C@H](OC)[C@@H](C)CN(Cc1ccccc1)[C@@H](C)CO2	-2	-15	4	-1	-18	4	31
O=C(C[C@@H]1C/C=C\C[C@@H](Cc2ccc(F)cc2)C(=O)OC[C@H]2CCCN2C1=O)N[C@H](CO)Cc1ccccc1	2	-8	-2	-1	3	19	-1
O=C(c1ccco1)N1CCCC(c2nc3c(nnn3Cc3ccc(Cl)cc3Cl)c(=O)[nH]2)C1 (stereo not given)	6	17	6	0	5	0	-5
CCOC(=O)c1ccc(NC(=O)c2ncn3c2C(=O)NC[C@@H]3C)cc1	4	-11	5	-7	-5	-9	7

Given with two lines to a compound: entries from further up
Each structure is followed by: Casp6 inh | Statin myotox sup | esBAF inh | SIRT5 block | FN deposition inh | LGR2 antag | S100A4 inh HTS
CCOC(=O)Cn1c(N)c(C(=O)OC)sc1=S
    -2 | -40 | -9 | 3 | / | 5 | -2
COc1cc(C2NC(=O)NC(C)=C2C(=O)Nc2cccc(C)c2C)cc(OC)c1OC (stereo not given)
    / | -3 | -2 | / | 4 | / | /
CCCCn1c(-c2cccc3ccccc23)nc2cc3[nH]c(=O)c(C(C)C)nc3cc21
    1 | 14 | -2 | / | -9 | 20 | -9
COCC(=O)N1[C@H](CO)[C@H](c2ccc(-c3cccc(F)c3)cc2)C12CN(C(=O)C1CC1)C2
    0 | / | / | -1 | 4 | 12 | 32
COc1ccccc1C(=O)NCC(=O)N/N=C(\C)Cc1ccccc1
    4 | 5 | 1 | -3 | -15 | 2 | -7
